hERG protect = compounds protecting human hERG from proarrhythmic drug block. CHO-hERG, FluxOR thallium flux, dofetilide IC70 present. activation (rescue from dofetilide block), less the hit threshold, % at 10 µM. hit rate 0.51% among 310,000;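 active means activation above the mean of controls blocked by dofetilide plus 5 SD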;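 further: thallium influx through hERG after potassium depolarization seen as dye fluorescence rise; in these data hits start at about 4.7%; inactives centre near -7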
HDAC3 inhib = inhibitors of human histone deacetylase 3. O15379. recombinant HDAC3, fluorogenic peptide/trypsin coupled, fluorescence. inhibition, % at 8.3 µM. hit rate 0.15% among 320,000; in the data active means inhibition above about 26%, passing the limit was not always enough; inconclusive means no clear call, values can overlap the other calls
Target sequence (O15379 whole entry, looked up): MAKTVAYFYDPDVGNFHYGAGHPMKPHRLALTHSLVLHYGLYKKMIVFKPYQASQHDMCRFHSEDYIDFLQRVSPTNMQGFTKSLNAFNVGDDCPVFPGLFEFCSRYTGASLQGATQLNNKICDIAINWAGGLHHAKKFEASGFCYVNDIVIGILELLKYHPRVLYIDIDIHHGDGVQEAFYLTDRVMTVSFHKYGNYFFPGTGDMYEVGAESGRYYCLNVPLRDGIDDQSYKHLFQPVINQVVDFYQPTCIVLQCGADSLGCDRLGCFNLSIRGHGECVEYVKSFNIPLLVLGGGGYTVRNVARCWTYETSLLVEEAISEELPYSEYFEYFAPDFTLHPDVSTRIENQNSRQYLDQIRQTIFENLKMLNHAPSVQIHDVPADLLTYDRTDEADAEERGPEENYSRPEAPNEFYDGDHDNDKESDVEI
KCNK9 inh = human KCNK9 channel inhibition | Q9NPC2 | AID 488922 | hit rate 1.2% among 310,000 | HEK293 KCNK9, FluxOR thallium flux fluorescence; hits give low values | B-score at 10 µM;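 active means ratio B-score over 3 SD below the library mean, with starting fluorescence within 5 SD of its mean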;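 further: negative B-score means less thallium flux so channel inhibition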
Target sequence (Q9NPC2 whole entry, looked up): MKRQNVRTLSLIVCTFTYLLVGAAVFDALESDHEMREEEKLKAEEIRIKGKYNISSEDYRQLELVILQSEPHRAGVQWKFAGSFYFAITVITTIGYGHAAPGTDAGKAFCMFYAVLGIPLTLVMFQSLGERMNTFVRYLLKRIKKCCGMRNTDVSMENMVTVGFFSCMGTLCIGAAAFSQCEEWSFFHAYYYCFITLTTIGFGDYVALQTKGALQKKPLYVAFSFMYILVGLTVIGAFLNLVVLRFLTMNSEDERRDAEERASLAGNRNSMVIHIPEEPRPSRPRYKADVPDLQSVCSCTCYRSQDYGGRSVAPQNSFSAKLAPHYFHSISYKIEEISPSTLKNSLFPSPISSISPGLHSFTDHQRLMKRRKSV
TMEM16A act = activates or potentiates the mouse TMEM16A chloride channel; HEK293 TMEM16A/YFP-H148Q/I152L, iodide quench fluorescence; hits give low values; B-score at 10 µM; hit rate 0.3% among 340,000;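 active means fluorescence-ratio B-score plate-corrected deviation score at least 3 library SD below zero, with starting fluorescence score within 5 deviations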;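 further: channel opened by trigger with iodide after compound preincubation; score built on the fluorescence ratio of max minus min over baseline; more negative score means more quench and so TMEM16A activation or potentiation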
KCNK3 block = human KCNK3 channel inhibition, primary screen. hit rate 0.84% among 340,000. O14649. B-score at 10 µM. CHO-KCNK3 thallium flux, FluxOR fluorescence; hits give low values. AID 602410;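 active means B-score under library mean minus 4 SD, starting fluorescence ratio at most library mean plus 5 SD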;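 further: more negative B-score means stronger inhibition of thallium flux through KCNK3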
KCNQ1 pot = potentiators or activators of human KCNQ1 potassium channel. P51787. CHO-K1 KCNQ1, thallium flux FluxOR fluorescence; hits give high values. B-score at 10 µM. hit rate 0.35% among 310,000;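 active means fluorescence ratio B-score, a plate-corrected score, at least three library SD, with initial intensity B-score within 5 SD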
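Doses: Single concentration per compound, DMSO matched to controls | Test system: KCNQ1-transfected CHO-K1 cells | Timing: 90 min dye loading and 20 min compound exposure, both at room temperature | Measured by: Kinetic FluxOR thallium fluorescence, 10-s 1-Hz baseline, 110-s post-stimulus read | Medium: Assay buffer with matched DMSO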
RGS4 act = potentiators or activators of RGS4; HEK293 M3R/inducible RGS4, carbachol calcium flux Fluo4; hits give low values; B-score at 10 µM; hit rate 0.92% among 310,000; AID 463111;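 active means B-score of the integrated calcium signal more than 4 SD below the library mean, with starting fluorescence not abnormally high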;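 further: negative B-score means reduced calcium response which marks RGS4 activation or potentiation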
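test system = HEK293 cells with stable M3R and inducible RGS4 | schedule = recording 10 s baseline at 1 Hz, 100 s post-agonist | technique = Fluo4-AM (2 µM) calcium-flux fluorescence, kinetic read | measure = Agonist-evoked peak-minus-minimum fluorescence over baseline, integrated ratio, B score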
TMEM16A inh = blocks the mouse calcium-activated chloride channel TMEM16A. HEK293 TMEM16A/YFP iodide influx fluorescence, ionomycin. Q8BHY3. AID 588511. hit rate 1.2% among 310,000. normalized B-score (activity score, 25-100; higher = stronger inhibition) at 10 µM;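 active means ratio plate-corrected score three or more library SD toward inhibition, starting fluorescence score within five deviations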;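 further: score derived from kinetic fluorescence span divided by baseline fluorescence per well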
KCNQ1 block = blocks the human KCNQ1 potassium channel; P51787; CHO-K1 KCNQ1, FluxOR thallium flux fluorescence; hits give high values; B-score at 10 µM; hit rate 1.3% among 310,000; AID 2642;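 active means compounds whose thallium flux B-score, printed positive for inhibition, exceeds three library SD while starting fluorescence stays within three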;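 further: channel opened by potassium depolarization with thallium stimulus after 20 min compound exposure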
SKKanGAS inh = inhibitors of SKKanGAS S. pyogenes growth in kanamycin (SK-promoter or general growth effect); BacTiter-Glo, 6 h; inhibition, % at 7.5 µM; hit rate 1.3% among 300,000;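 active means mean replicate score, as percent of positive control median, at least 50; inconclusive means mean below 50 but one replicate at or above 50; inactive means mean and every replicate below 50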;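 further: strain carries kanamycin resistance gene driven by streptokinase promoter and grows in 40 µg/ml kanamycin; loss of luminescence reflects streptokinase promoter inhibition or plain growth inhibition; 0% = median of DMSO wells and 100% = positive control at its reference dose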
RGS4 block = human RGS4 inhibition. HEK293 M3R/RGS4 inducible, Fluo-4 calcium flux; hits give high values; triggered by carbachol at its EC20. hit rate 0.45% among 310,000. B-score at 10 µM. P49798. AID 463165;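 active means B-score, a plate-corrected calcium signal, over three deviations above library mean, with baseline fluorescence within five deviations of library mean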;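 further: RGS4 expression induced by doxycycline in cells with stable M3 receptor; B-score is computed from the integrated fluorescence ratio over baseline after carbachol; higher B-score means a larger calcium signal and so more RGS4 inhibition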
Target sequence (P49798 whole entry, looked up): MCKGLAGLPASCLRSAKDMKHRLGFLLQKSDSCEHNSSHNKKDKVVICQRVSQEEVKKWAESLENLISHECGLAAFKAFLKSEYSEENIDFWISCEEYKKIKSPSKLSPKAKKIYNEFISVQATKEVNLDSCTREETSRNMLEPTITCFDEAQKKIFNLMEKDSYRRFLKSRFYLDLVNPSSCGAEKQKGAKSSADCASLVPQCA
* = called active by the depositor; i = inactive; ? = inconclusive; · = not tested or not shown.

Values run as follows: hERG protect, KCNQ1 pot, KCNQ1 block, TMEM16A act, RGS4 act, KCNK3 block, TMEM16A inh, RGS4 block, HDAC3 inhib, SKKanGAS inh, KCNK9 inh
CC(C)(C)n1nnnc1C(c1ccccn1)N(Cc1ccccc1)Cc1ccc(Cl)cc1 (configuration not stated)
  0, i, i, -5.1*, i, -9.2*, i, i, 1, 11, -16*
Cc1ccc(N2C(=O)CC(n3nc(C)cc3C)C2=O)cc1 (configuration not stated)
  -8, i, i, i, i, i, i, i, -3, 1, i
CCOc1cc(/C=C(\CC(=O)O)c2nc3ccccc3s2)ccc1OC
  -8, i, i, i, i, i, i, i, -10, -2, i
Cc1ccc(/C=C/C(=O)Nc2cccc3ncccc23)o1
  -6, i, i, i, i, i, i, i, 6, -6, i
COc1ccc(N(C)C(=O)CCS(=O)(=O)c2cccc3nonc23)c(OC)c1
  -11, i, i, i, i, i, i, i, 10, -2, i
CC1(C)CC2(CC(C)(C(=O)CSc3nc4ccccc4s3)OC2=O)C(=O)O1 (configuration not stated)
  -5, i, i, i, i, i, i, i, 1, -6, i
COC(=O)c1ccc(CNC(=O)C2CCC(=O)N(Cc3ccccn3)C2)cc1 (configuration not stated)
  -7, i, i, i, i, i, i, i, -6, -2, i
COc1ccc(OCC(O)CN2CCCC2)cc1 (configuration not stated)
  -1, i, i, i, i, i, i, i, -1, -3, i
CCCCN(CC)C(=O)CSc1cc(=O)n(C)c2ccccc12
  -7, i, i, i, i, i, i, i, 1, 4, i
CC(NCC1COc2ccccc2O1)C(=O)NCc1ccccc1 (configuration not stated)
  -1, i, i, i, i, i, i, i, 1, -12, i
Cc1cccc2nc(-c3ccco3)c(Nc3ccc4c(c3)OCCO4)n12
  -5, i, i, i, i, i, i, i, -6, -7, i
O=C(CSc1nncn1-c1ccccn1)Nc1cccc(Cl)c1
  -2, i, i, i, i, i, i, i, -4, -9, i
CC(=O)Nc1ccc(N(C(=O)Cc2cccs2)C(C(=O)NC2CCCC2)c2ccncc2)cc1 (configuration not stated)
  -9, i, i, i, i, i, i, i, -3, 1, i
CCn1c(O)c(N=NC(=O)CNc2ccc(C)cc2)c2ccccc21
  -6, i, i, i, i, i, i, i, 12, -1, i
Cc1cccc(OCC(=O)Nc2cc(Cl)ccc2-n2cncn2)c1C
  -16, i, i, i, i, i, i, i, -6, 0, i
COc1cccc2cc(C(=O)NC(C)c3ccccc3)c(=O)oc12 (configuration not stated)
  -1, i, i, i, i, i, i, i, -3, -11, i
O=[N+]([O-])c1cccc(-n2nnnc2CN2CCCC2)c1
  3, i, i, i, i, i, i, i, 2, -17, i
O=C(COc1ccccc1Br)NC1CCCC1
  -12, i, i, i, i, i, i, i, ·, -7, i
CC(Cn1cnc2ccccc21)C(=O)O (configuration not stated)
  -12, i, i, i, i, i, i, i, -3, -1, i
CCOc1ccccc1N1CCN(S(=O)(=O)c2ccc(F)c(F)c2)CC1
  -8, i, i, i, i, i, i, i, -6, -3, i
CCOc1ccc(CN(C)C(=O)CNC(=O)Cc2cccc3ccccc23)cc1
  -5, i, i, i, i, i, i, i, -4, -2, i
O=C(CCN1C(=O)/C(=C/c2cccs2)SC1=S)Nc1cccc(O)c1
  -11, i, i, i, i, i, i, i, 6, 12, i
Cc1ccccc1-n1nc2c(c1NC(=O)c1cc3ccccc3oc1=O)CS(=O)(=O)C2
  -4, i, i, ·, i, ·, 25*, i, 4, 6, i
O=C(C1=C(O)C(=O)N(CCN2CCOCC2)C1c1ccco1)c1cc2ccccc2o1 (configuration not stated)
  -10, i, i, i, i, i, i, i, -11, 0, i
Cc1cccc2c1N(CC(=O)OC(C)C)C(=O)C2=O
  -11, i, i, i, i, i, i, i, -6, 0, i
COC(=O)c1ccc(OCC2c3cc(OC)c(OC)cc3CCN2C(=O)C2CC2)cc1 (configuration not stated)
  -19, i, i, i, i, i, i, i, 15, ·, i
O=C(Nc1ccccc1Oc1ccccc1)c1ccccc1F
  -12, i, i, i, i, i, i, i, 6, -1, i
N#CC1=C2C=CC=CN2CC1=O
  -6, i, i, i, i, i, i, i, -4, -1, i
COc1cc2[nH]c(=S)nc(NCC3CCCO3)c2cc1OC (configuration not stated)
  -5, i, i, i, i, i, i, i, ?, 3, i
CCOC(=O)c1sc(NC(=O)CSc2n[nH]c(-c3ccc(Cl)cc3Cl)n2)c(C#N)c1C
  -9, i, i, i, i, i, 25*, i, -2, 38, i
O=C(CC1Nc2ccccc2NC1=O)NCc1cccnc1 (configuration not stated)
  -5, i, i, i, i, i, i, i, -5, -3, i
CCOC(=O)CSc1nnc(-c2ccco2)n1-c1ccc(C)cc1
  -10, i, i, i, i, i, i, i, 0, -2, i
Nc1nnc(SCC(=O)NCc2ccc3c(c2)OCO3)s1
  -10, i, i, i, i, i, i, i, 12, 1, i
CC1Sc2ccc(S(=O)(=O)CCC(=O)NCc3ccc(Cl)cc3)cc2NC1=O (configuration not stated)
  -4, i, i, i, i, i, 25*, i, -1, -1, i
CCS(=O)(=O)N1CCCC(C(=O)NCCN2CCC(Cc3ccccc3)CC2)C1 (configuration not stated)
  -2, i, i, i, i, i, i, i, 0, -1, i
O=C(Cc1ccc(Br)cc1)NCCc1ccccc1
  -7, i, i, i, i, i, i, i, -2, -2, i
Cc1ccc(/C=C/C(=O)NCc2ccccn2)o1
  -3, i, i, i, i, i, i, i, 0, 5, i
CSc1nnc(-c2ccccc2Cl)n1N
  -2, i, i, i, i, i, i, i, -3, 1, i
Cc1ccc(S(=O)(=O)N2CC=C(c3ccc(F)cc3)CC2)cc1
  -9, i, i, i, i, i, i, i, 1, 3, i
Cc1cc2c3c([nH]c2cc1S(=O)(=O)NCCCOC(C)C)CC(C)(C)CC3=O
  -5, i, i, i, i, i, i, i, -1, -1, i
O=C(O)c1cccc(NC2=C(Cl)C(=O)c3ccccc3C2=O)c1
  -29, i, 16*, i, i, -8.7*, ·, i, ·, -2, i
O=C(CSC1=NCCS1)N1CCc2ccccc21
  -3, i, i, i, i, i, i, i, -3, -7, i
CCOC(=O)c1cc2occc2n1Cc1c(F)cccc1Cl
  -12, i, i, i, i, -9.8*, i, i, -1, 25, i
O=C(CSc1ccc2c(c1)OCCO2)Nc1ccc(Br)cn1
  -12, i, i, i, i, i, i, i, -3, 0, i
Cc1ccc(Cn2cccc(-c3nc4ccccc4s3)c2=O)cc1
  -8, i, i, i, i, i, i, i, -3, 17, i
CN(/C=C/C(=O)C(F)(F)C(F)(F)F)Cc1ccccc1
  -2, i, i, i, i, i, i, i, 2, -4, i
Cc1nn(C)cc1CN(C)Cc1ccc(OCC(O)CN2CCCCC2)cc1 (configuration not stated)
  -11, i, i, i, i, i, i, i, -6, -13, i
Cn1c(CNC(=O)c2ccco2)nnc1SCCOc1ccccc1
  -10, i, i, i, i, i, ·, i, ·, 3, i
COC(=O)C1=C(CCc2ccccc2)NC(=O)NC1c1ccc(C#N)cc1 (configuration not stated)
  -4, i, i, i, i, i, i, i, 12, 0, i
Cc1ccc(SCC(=O)NN2C(=O)c3ccccc3C2=O)cc1
  -6, i, i, i, i, i, i, i, -3, 4, i

The results go on:
Values run as follows: hERG protect, KCNQ1 pot, KCNQ1 block, TMEM16A act, RGS4 act, KCNK3 block, TMEM16A inh, RGS4 block, HDAC3 inhib, SKKanGAS inh, KCNK9 inh
CCOC(=O)C1=C(CN2CCN(C(=O)OCC)CC2)NC(=O)NC1c1ccc2c(c1)OCO2 (configuration not stated)
  -13, i, i, i, i, i, i, i, -6, -3, i
C(=N\n1cnnc1SCc1ccccc1)/c1ccco1
  -6, i, i, i, i, i, i, i, 6, -6, i
O=C(NNC1=NS(=O)(=O)c2ccccc21)c1ccc([N+](=O)[O-])cc1
  -4, i, i, i, i, i, i, i, -3, -3, i
O=C(NC1CC1)c1sc2cc(Cl)ccc2c1Cl
  -10, i, i, i, i, i, i, i, -4, 0, i
COc1ccc(/C=N/Nc2ccccn2)c(OC)c1OC
  -14, i, i, i, i, i, i, i, -1, 2, i
CN(c1ccc(C(=O)NCc2ccc3c(c2)OCO3)cc1)S(C)(=O)=O
  -6, i, i, i, i, i, i, i, -1, 4, i
Cc1ccc(S(=O)(=O)NNC(=O)c2ccoc2C)cc1
  -12, i, i, i, i, i, i, i, 3, -2, i
Cn1c(CN2CCOCC2)c(C#N)c2ccccc21
  -6, i, i, i, i, i, i, i, -2, -7, i
CC(C)(C)OC(=O)NC(CC(=O)OCc1ccccc1)C(=O)O (configuration not stated)
  -6, i, i, i, i, i, i, i, -9, 3, i
O=C(O)CC(CN1C(=O)c2ccccc2C1=O)c1ccccc1 (configuration not stated)
  -5, i, i, i, i, i, i, i, -1, -8, i
O=C(CSc1oc(-c2ccccc2)nc1S(=O)(=O)c1ccc(F)cc1)NCC1CCCO1 (configuration not stated)
  -16, i, i, i, i, i, i, i, 3, 0, i
O=C(c1ccc(F)cc1)[C@@H]1[C@@H](C(=O)c2ccccc2)[C@@]2(C(=O)Nc3ccccc32)[C@H]2c3ccccc3C=CN12
  -1, i, i, ·, i, ·, i, i, ·, 11, i
NS(=O)(=O)c1ccc(NC(=O)c2c(F)cccc2Cl)cc1
  -2, i, i, i, i, i, i, i, 1, -3, i
C(=C\CSc1ncn[nH]1)/CSc1ncn[nH]1
  -17, i, i, i, i, i, i, i, 6, 0, i
COc1cc(C(=O)Nc2ccc3c(c2)nc(C)n3C)cc(OC)c1OC
  -3, i, i, i, i, i, i, i, -2, -14, i
CC(=O)N1CCc2cc(Br)cc(S(=O)(=O)N3CCc4ccccc43)c21
  -11, i, i, i, i, i, i, i, -7, -2, i
Cc1ccc(NC(=O)COC(=O)C2=COCCO2)cc1
  -3, i, i, i, i, i, i, i, -5, -4, i
COc1ccc(/C=N/NC(=O)c2cc3c(ccc4ccccc43)o2)cc1OC
  -18, i, i, i, i, i, i, i, -21, ·, i
O=C(Cc1ccc(Cl)cc1)N1CCc2ccccc2C1
  -7, i, i, i, i, i, i, i, -2, 0, i
O=C(Nc1ccc(C(=O)O)cc1)/C(=C/c1ccc2c(c1)OCO2)NC(=O)c1cccc(Br)c1
  -16, i, i, i, i, i, i, i, 6, 3, i

An unsorted share of the library, and some 6.3% of all compounds hit somewhere here.
